# TRPM1 prom inh = MITF TRPM1 promoter inhibition in SK-MEL-5 cells; SK-MEL-5 TRPM1 promoter luciferase, 24 h; inhibition, % at 12.5 µM; 0.83% of 330,000 active;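 active = mean inhibition across replicates of 60% or more, whatever share of single replicates reaches that level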; also: values of inactives mirror those of a sister screen read the other way
# NR2E3 ag-1 = agonists of human nuclear receptor NR2E3; AID 2300; 0.12% of 320,000 active; GST-NR2E3/biotin-RetCOR TR-FRET, 1536-well; Q9Y5X4; inhibition of corepressor binding, % at 4.78 µM;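 active = percent inhibition above the cutoff of mean plus 3 SD of all tested compounds, set per screening campaign, cut at about 20% in these data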;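 also: 0% = DMSO wells and 100% = biotin wells as full block of FRET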
# Target sequence (Q9Y5X4 whole entry, looked up): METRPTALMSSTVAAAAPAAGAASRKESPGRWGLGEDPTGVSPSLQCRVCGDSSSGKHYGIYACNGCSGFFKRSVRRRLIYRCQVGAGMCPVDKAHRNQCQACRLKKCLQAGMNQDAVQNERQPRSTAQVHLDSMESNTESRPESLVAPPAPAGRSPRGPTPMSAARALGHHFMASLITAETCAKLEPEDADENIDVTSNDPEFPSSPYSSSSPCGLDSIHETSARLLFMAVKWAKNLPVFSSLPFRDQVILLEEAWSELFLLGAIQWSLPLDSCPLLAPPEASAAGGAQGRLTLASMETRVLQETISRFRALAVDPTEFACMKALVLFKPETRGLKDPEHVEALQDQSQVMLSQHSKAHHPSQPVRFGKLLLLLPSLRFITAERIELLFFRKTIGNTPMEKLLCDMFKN
#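 Test system: GST-NR2E3 and biotin-RetCOR proteins | Quantity: 1.35 nM GST-tagged NR2E3 final | Medium: Tris pH 7.5 | Also added: 7 nM biotin-RetCOR | Dosing: Compound at 4.8 µM, single dose | Timing: 5 h at 4 °C | Detection: Time-resolved FRET | Read-out basis: Percent inhibition | Benchmarks: Biotin wells as high control, 0.6% DMSO wells as low control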
# KKLEB cytotox = CF airway cell cytotoxicity counter-screen | 0.36% of 360,000 active | activity change (cytotoxicity), % at 5 µM | KKLEB CF airway cells viability, ATPlite luminescence, overnight; active compounds read low; cells stimulated with P. aeruginosa culture filtrate;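 active = corrected activity change at or below -50% at 5 µM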
# NR2E3 ag-2 = agonists of human NR2E3 nuclear receptor; CHO-S Gal4-NCOR/VP16-NR2E3 two-hybrid, luciferase; inhibition of corepressor binding, % at 3.98 µM; 0.35% of 360,000 active; AID 602229;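 active = inhibition above the mean of all tested compounds plus 3 SD, cut at about 70% in these data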;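 also: 0% = DMSO with NR2E3 transfected cells and 100% = cells lacking NR2E3 construct; higher means lower luciferase signal from less NR2E3 corepressor binding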
# Peg3 prom inh = inhibitors of Peg3 promoter | HeLa PEG-Prom luciferase reporter, luminescence, overnight | inhibition, % at 20 µM | 1.7% of 360,000 active | AID 588405;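 active = inhibition of at least 50% at 20 µM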
# HIF-2a block = blocks HIF-2a reporter activity | inhibition, % at 18.8 µM | 0.72% of 360,000 active | 786-0 RCC cells HIF-2a reporter, luciferase luminescence, overnight | AID 624352;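 active = inhibition of the luminescence signal of 40% or more relative to plate controls, in a single-dose primary screen at 18.75 µM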
# iPSC survival up = hiPSC single-cell survival enhancement | ATPlite luminescence; 100% = ROCK inhibitor wells, 0% = DMSO | survival enhancement, % at 20 µM | 0.044% of 360,000 active; in the data active = survival enhancement above about 18%;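 also: cells exposed to compounds for 16 hours before the ATP read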
# TWEAK-Fn14 inh = inhibitors of TWEAK-Fn14 interaction signaling; TWEAK-stimulated Fn14 reporter cells, luciferase luminescence, 8 h; inhibition, % at 10 µM; 2% of 360,000 active; AID 1159606; in the data active = inhibition above about 50%
# aDG glyco act = increases alpha dystroglycan glycosylation; Pro5-aDG cells, alpha-DG glycosylation AlphaScreen (IIH6); 0% Pro5, 100% B10-LARGE cell signal; activation, % at 10 µM; 0.22% of 360,000 active; AID 624168;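 active = activation of at least 8% versus controls, or a plate z-score of at least 8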;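 also: Pro5 are CHO cells carrying HIG-tagged alpha-DG that lacks glycosylation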
# CF NFkB inh = cystic fibrosis NF-kB activation inhibition. KKLEB NF-kB-GFP reporter, PAF-induced, GFP fluorescence overnight. inhibition, % at 5 µM. 0.86% of 360,000 active. AID 588850;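 active = at least 50% inhibition at 5 µM, scaled per plate between neutral and stimulator controls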;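 also: PAF is a Pseudomonas aeruginosa culture filtrate used as stimulus; plate controls were PAF-stimulated DMSO wells for no effect and unstimulated DMSO wells for full effect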
# Shn3 inh set2 = inhibitors of Schnurri-3 3'UTR reporter in osteoblasts. Clone20 osteoblast Shn3 3'UTR firefly luciferase, 24 h. inhibition, % at 12.5 µM. 0.52% of 360,000 active. AID 588674;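 active = mean inhibition of at least 75% with every replicate also reaching 75%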;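 also: 0% = median of neutral control wells and 100% = pilot-screen positive control compound; some compounds past the cut are filed as inactive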
# * = called active by the depositor; . = not tested or not shown.
SMILES,TRPM1 prom inh,NR2E3 ag-1,KKLEB cytotox,NR2E3 ag-2,Peg3 prom inh,HIF-2a block,iPSC survival up,TWEAK-Fn14 inh,aDG glyco act,CF NFkB inh,Shn3 inh set2
CC1C(c2ccccc2)OCCN1C(=S)Nc1ccc(S(=O)(=O)N2CCCCC2)cc1 (stereo not given),.,.,-1,-12,20,16,-2.1,43,0.2,58*,-6
Oc1ccc(N2CCN(c3ccnc4cc(Cl)ccc34)CC2)cc1,5,3,-6,5,26,11,0.2,20,0.9,4,30
O=C(O)c1ccc(NC(=O)c2cn(-c3ccccc3)nc2-c2ccc(Br)cc2)cc1,-19,4,17,-2,-39,-64,-1.8,8,-0.5,5,-14
O=C1CCc2cc(S(=O)(=O)NCCCC(=O)N3CCN(Cc4ccc5c(c4)OCO5)CC3)ccc2N1,-1,1,-4,-9,0,22,0.5,-15,0.0,-12,0
CCc1ccc(-n2c(=O)c3ccccc3n(CC(=O)C(C)(C)C)c2=O)cc1,-6,1,11,-21,21,14,-0.4,14,0.2,7,.
COc1ccc(C(c2nnnn2CCc2ccccc2)N2CCN(C)CC2)cc1OC (stereo not given),6,.,-1,-42,-4,2,-3.0,6,0.0,-1,-13
Nn1c(SCC(=O)Nc2ccc3c(c2)OCCO3)nnc(CCC(=O)O)c1=O,15,-3,1,5,12,-4,0.2,-9,0.0,-7,-11
CN(C)c1cc(NC(=O)CN2CCCC2)c2ccccc2n1,2,0,8,5,5,8,0.2,-8,0.2,-25,.
Cc1ccc(C(=O)N2CCN(C/C=C/c3ccccc3)CC2)cc1S(=O)(=O)N1CCOCC1,-3,.,-32,3,11,18,-0.2,4,0.3,6,20
CC(C)C(=O)N=C1NC(=O)CS1,-2,1,1,13,14,19,-0.2,-4,0.0,8,-5
CCC(=O)NC(=S)Nc1ccc(-c2nc3ccccc3s2)cc1,-47,-1,-4,-129,-217,-203,-0.3,19,0.3,11,-68
COc1ccc(-c2nc(CS(=O)CC(=O)NC3CCCC3)c(C)o2)cc1 (stereo not given),9,0,6,-17,-2,3,0.5,17,-0.4,-9,-7
COCCCNC(=O)Cn1nc(-c2ccccc2OC)ccc1=O,3,1,-6,-13,-236,13,-1.2,-9,0.2,9,-19
COC(=O)c1ccc(OC)c(CSc2nnc(COc3ccc(Cl)cc3)o2)c1,2,-1,-17,-1,25,28,1.4,-17,2.0,5,5
CN=c1c([N+](=O)[O-])nn(-c2ccc3c(c2)OCCO3)n1O,-8,1,3,-40,-65,-115,-0.1,13,0.1,1,-26
COc1ccc(-c2c(-c3cc(OC)cc(OC)c3)n(C)c3ccc(-c4cnc(OC)nc4)cc23)cc1,-7,.,-7,17,14,7,8.7,-146,0.2,13,22
C=CCn1c(COc2ccccc2C)nnc1SCC(=O)O,0,4,5,1,-3,9,0.0,2,-0.2,3,-15
On1c(-c2ccc(Cl)cc2Cl)nc2ncccc21,-2,2,10,-18,-22,-28,-0.4,-2,-0.2,1,-30
COc1ccc(F)cc1-c1cc(C(=O)NCc2ccc(C(F)(F)F)cc2)[nH]n1,.,.,-3,-10,0,13,-0.8,21,0.1,-37,-3
Cc1cccc(Nc2nnc(SCC(O)=C(C#N)c3nc4ccccc4[nH]3)s2)c1,7,.,14,-3,16,-60,2.1,-4,-0.1,-31,-19
COCc1c(C(=O)NC2CCCCC2)sc2cccc(F)c12,-22,4,-1,-21,-79,-164,-0.3,-9,0.1,-6,-5
O=C(CCc1nnc2ccc(N3CCC4(CC3)OCCO4)nn12)NCc1ccccc1Cl,1,2,-6,-44,-7,11,0.2,-15,-0.2,-8,-3
Cc1ccc(OCc2ccc(C(=O)N3CCCC3)o2)c([N+](=O)[O-])c1,9,0,-8,-44,-64,-101,-0.3,7,0.0,11,-5
Cc1ccc(S(=O)(=O)N2CCN(C(=O)N3CCCC3)CC2)cc1,-5,2,-5,14,2,10,-0.4,8,0.9,13,1
COc1ccccc1Cc1c(-c2ccco2)nc2ccc(Br)cn12,.,.,-6,-18,-54,-31,-0.9,2,0.0,36,-12
CCn1c(SCC(=O)N/N=C/c2ccc(C)o2)nnc1-c1ccc(C(C)(C)C)cc1,13,-2,-2,0,3,-13,-0.5,27,0.0,-3,-2
CN(CC(=O)Nc1cccc(F)c1)C(=O)c1cccc(N2C(=O)CCC2=O)c1,1,4,-12,-3,-28,13,-0.5,0,0.0,-18,3
CCC1(C)CC(C(CC(=O)O)c2ccc(C)cc2)CCO1 (stereo not given),0,4,-13,16,2,7,0.4,16,-0.3,-4,6
Cc1ccc(S(=O)(=O)n2c(N)nc3cc(C)c(C)cc32)cc1,.,.,-16,3,22,3,2.0,-3,0.0,-2,-20
COc1ccccc1N1CCN(CC(O)c2c(C)[nH]c3ccccc23)CC1 (stereo not given),15,1,-1,-23,-26,23,-0.5,6,-0.1,-5,7
Cc1ccc(CNC(=O)CCC(=O)N2CC(C)Oc3ccccc32)cc1 (stereo not given),.,1,-7,-13,1,-10,-0.9,6,-0.2,33,4
CC[n+]1c(/C=C2\C=C(C)CC(C)(C)C2)sc2ccccc21,56,0,-4,-6,11,35,-1.5,24,0.4,11,80
O=C(O)c1cnc(-c2ccccc2)nc1Sc1ccccc1Cl,10,2,6,-5,15,-8,0.1,11,-0.4,-12,5
O=C(CSc1nnnn1Cc1ccccc1)NC1CCCCC1,15,3,2,-16,13,17,-0.3,2,0.0,-3,9
Cc1cc2oc3c(c(=O)c2cc1C)C(c1cccc(Br)c1)N(Cc1ccco1)C3=O (stereo not given),-6,0,-17,1,30,8,3.1,32,-0.3,19,25
COc1ccc(C(C(=O)NC2CCCCC2)N(C(=O)c2ccco2)c2ccccc2C(C)=O)cc1OC (stereo not given),-3,1,-9,-19,-60,-1,0.7,-6,0.1,1,5
CCc1ccc(C2NC(=S)NC3=C2C(=O)CCC3)cc1 (stereo not given),-11,1,0,-8,12,35,-0.3,3,-0.1,-3,-5
Cc1cccc(-n2c(CNC(=O)COc3ccccc3)nnc2SCC(=O)Nc2nccs2)c1,8,-2,10,0,12,15,3.5,-7,0.0,-19,2
O=c1cc(-c2ccccc2)nc(SCc2ccc(F)cc2)[nH]1,-1,-1,-13,-4,18,29,2.5,-14,0.3,18,6
Cc1ccc2nc(SCC(=O)N/N=C/c3ccc(C(=O)O)cc3)cc(C)c2c1,7,0,12,0,5,5,0.1,-22,-0.2,2,-1
COc1cccc(NC(=O)N(C)C[C@H]2OCc3cn(nn3)CCCC(=O)N([C@@H](C)CO)C[C@@H]2C)c1,.,.,-5,-16,9,-16,2.5,-2,-0.4,-13,-4
CC(C)C(=O)N1CCN(c2ccccc2NC(=O)c2ccc3c(c2)OCCO3)CC1,-4,.,-12,-7,18,14,-0.1,-7,0.4,-2,7
CCn1c2ccccc2c2cc(NC(=O)CSc3nnc(-c4ccc(OC)cc4)n3N)ccc21,50,3,-13,6,34,41*,0.9,-14,-0.6,12,-1
C#CCn1c(=O)c2c(ncn2C)n(C)c1=O,3,2,-2,-9,4,0,-0.2,-11,-0.1,11,9
CC(C)(CNS(=O)(=O)c1cccs1)N1CCOCC1,9,.,-6,8,15,5,4.3,-6,-0.1,0,15
CC(NC(=O)COC(=O)CCc1nc2ccccc2c(=O)[nH]1)c1ccccc1 (stereo not given),3,3,6,-5,0,0,-0.7,-14,-0.1,-6,-25
COc1ccc(CN(C)S(=O)(=O)c2nnc(NC(=O)c3cccc(C)c3)s2)cc1OC,7,3,-24,31,-10,14,1.3,-15,0.1,31,-5
NC(=O)CCC(NC(=O)c1ccc(Cl)cc1)C(=O)NCCc1ccc2c(c1)OCCO2 (stereo not given),2,.,-15,2,11,5,-0.2,-3,0.0,13,-21
NC1=NC(=Nc2ccc(S(=O)(=O)N3CCOCC3)cc2)c2ccccc21,0,-1,17,10,14,17,-0.6,5,1.0,-1,-1
COc1ccc(C2(c3ccc(OC)cc3)NC(=O)N(CC(=O)Nc3ccccc3C)C2=O)cc1,17,.,-15,2,7,15,0.3,-13,-0.5,20,0
COc1cc(NC(=O)c2ccccc2)c(OC)cc1NC(=O)CN1C(=O)N(C)C2(CCCCC2)C1=O,6,.,-11,-18,-3,-2,0.1,-7,0.0,21,26
CCOC(=O)c1c(C)oc2c(F)c(F)c(F)c(F)c2c1=O,100*,0,-10,3,105*,64*,-0.5,-6,-0.2,37,-16
CCOc1cc(/C=N/Nc2nn3cnnc3c3ccccc23)ccc1O,-35,-7,-20,-10,-90,-166,-0.8,5,0.0,23,-10

# Already shown: entries from further up.
SMILES,TRPM1 prom inh,NR2E3 ag-1,KKLEB cytotox,NR2E3 ag-2,Peg3 prom inh,HIF-2a block,iPSC survival up,TWEAK-Fn14 inh,aDG glyco act,CF NFkB inh,Shn3 inh set2
O=C(O)c1ccc(NC(=O)c2cn(-c3ccccc3)nc2-c2ccc(Br)cc2)cc1,-19,4,17,-2,-39,-64,-1.8,8,-0.5,5,-14
O=C1CCc2cc(S(=O)(=O)NCCCC(=O)N3CCN(Cc4ccc5c(c4)OCO5)CC3)ccc2N1,-1,1,-4,-9,0,22,0.5,-15,0.0,-12,0
CCc1ccc(-n2c(=O)c3ccccc3n(CC(=O)C(C)(C)C)c2=O)cc1,-6,1,11,-21,21,14,-0.4,14,0.2,7,.
COc1ccc(C(c2nnnn2CCc2ccccc2)N2CCN(C)CC2)cc1OC (stereo not given),6,.,-1,-42,-4,2,-3.0,6,0.0,-1,-13
Nn1c(SCC(=O)Nc2ccc3c(c2)OCCO3)nnc(CCC(=O)O)c1=O,15,-3,1,5,12,-4,0.2,-9,0.0,-7,-11
CN(C)c1cc(NC(=O)CN2CCCC2)c2ccccc2n1,2,0,8,5,5,8,0.2,-8,0.2,-25,.
Cc1ccc(C(=O)N2CCN(C/C=C/c3ccccc3)CC2)cc1S(=O)(=O)N1CCOCC1,-3,.,-32,3,11,18,-0.2,4,0.3,6,20
CC(C)C(=O)N=C1NC(=O)CS1,-2,1,1,13,14,19,-0.2,-4,0.0,8,-5
CCC(=O)NC(=S)Nc1ccc(-c2nc3ccccc3s2)cc1,-47,-1,-4,-129,-217,-203,-0.3,19,0.3,11,-68
COc1ccc(-c2nc(CS(=O)CC(=O)NC3CCCC3)c(C)o2)cc1 (stereo not given),9,0,6,-17,-2,3,0.5,17,-0.4,-9,-7
COCCCNC(=O)Cn1nc(-c2ccccc2OC)ccc1=O,3,1,-6,-13,-236,13,-1.2,-9,0.2,9,-19
COC(=O)c1ccc(OC)c(CSc2nnc(COc3ccc(Cl)cc3)o2)c1,2,-1,-17,-1,25,28,1.4,-17,2.0,5,5

# High-throughput results from PubChem.
